All columns: NCI-60 one-dose screen, growth in % after 48 h at 10 µM unless noted; 100 = growth as untreated, 0 = no growth, -100 = all killed.
NCI-H226: NCI-H226 lung cancer | 3.5% of 79,000 active | AID 1794732
NCI-H322M: NCI-H322M lung cancer | 2.7% of 80,000 active
NCI/ADR-RES: NCI/ADR-RES ovarian cells | 4.4% of 81,000 active | AID 1794790
COLO 205: COLO 205 colon cancer. 7.3% of 79,000 active
HCT-116: HCT-116 colon cancer; 7.3% of 82,000 active; AID 1794798
NCI-H460: NCI-H460 lung cancer | 6.8% of 82,000 active | AID 1794736
NCI-H23: NCI-H23 lung cancer. 4% of 80,000 active
HCT-15: HCT-15 colon cancer; 5.2% of 82,000 active; AID 1794746
NCI-H522: NCI-H522 lung cancer; AID 1794739; 8% of 78,000 active
An asterisk follows results filed as active; · = no result given; & = joins results of further samples; [ ] = dose if it differs, or a comment. Rule for the calls: active = growth percent below 10; inactive = the rest.

| compound | NCI-H226 | NCI-H322M | NCI/ADR-RES | COLO 205 | HCT-116 | NCI-H460 | NCI-H23 | HCT-15 | NCI-H522 |
| --- | --- | --- | --- | --- | --- | --- | --- | --- | --- |
| Cc1ccc(C(=O)Nc2ccc(Cl)cc2C(=O)NCc2ccccc2)cc1 | 93 | 98 | 72 | 97 | 90 | 92 | 97 | 57 | 54 |
| C=C[C@]1(C)C=C2C(=O)[C@@]3(O)OC[C@@]4(CCCC(C)(C)C43O)C2(O)C(O)C1 (stereo not given in full) | 81 | 108 | 61 | 9.5* | -80* | 83 | 80 | 13 | · |
| O=C(c1ccc2nc(NS(=O)(=O)c3ccc4ccccc4c3)sc2c1)N1CCN(c2ccc(Cl)cc2)CC1 | 88 | 101 | 108 | 108 | 82 | 105 | 99 | 103 | 79 |
| CC(C)N1CSC(=S)NCCNC(=S)SC1 | 98 | 97 | 128 | 103 | 96 | 110 | 102 | 107 | 91 |
| O=C1OC(CN2CCOCC2)CN1/N=C/c1ccc([N+](=O)[O-])o1 (stereo not given) | 95&102 | 106&104 | 98&95 | 104 | 98&93 | 105&98 | 97&97 | 98&85 | 78&25 |
| CCCCCCCCS(=O)(=O)Nc1ccc(C(=O)O)cc1 | 89 | 102 | 103 | 100 | 100 | 108 | 100 | 95 | 93 |
| NC(=S)NN=C1CCCCCCCCC1 | 93 | 87 | 108 | 94 | 95 | 116 | 99 | 86 | 90 |
| Cc1ccn2c(-c3csc(Nc4cccc(O)c4)n3)c(C)nc2c1 | 36 | 58 | 14 | -87* | 28 | 14 | 26 | 17 | -17* |
| O=C(CSc1nnnn1-c1ccccc1)Nc1ccc(Oc2ccccc2)cc1 | 87 | 114 | 97 | 110 | 104 | 110 | 101 | 97 | 79 |
| Cn1cc(-c2ccc3c(c2)OCO3)c2ccccc21 | 97 | 100 | 100 | 106 | 106 | 104 | 95 | 117 | · |
| c1ccc(CC2CCc3ccccc32)nc1 (stereo not given) | 91 | 97 | 102 | 105 | 94 | 104 | 95 | 101 | 97 |
| N#Cc1cnn(C(=O)c2ccccc2Br)c1NC(=O)c1ccc(Br)cc1Cl | 99 | 100 | 99 | 102 | 103 | 105 | 104 | 101 | 102 |
| ClCCOCCOc1ccc(C2CCCCC2)cc1 | 92 | 121 | 115 | 111 | 100 | 106 | 113 | 105 | 94 |
| CCN(CC)c1cc(C(=O)O)cc(Cl)n1 | 98 | 114 | 104 | 134 | 103 | 107 | 95 | 102 | 105 |
| CC(=O)CC(c1ccccc1)c1c(-c2ccccc2)[nH]c2ccccc12 (stereo not given) | 81 | 90 | 87 | 103 | 83 | 103 | 85 | 93 | 78 |

(list continues)
| compound | NCI-H226 | NCI-H322M | NCI/ADR-RES | COLO 205 | HCT-116 | NCI-H460 | NCI-H23 | HCT-15 | NCI-H522 |
| --- | --- | --- | --- | --- | --- | --- | --- | --- | --- |
| CS(=O)(=O)Nc1ccc(C(=O)CC2(O)C(=O)Nc3ccc(F)cc32)cc1 (stereo not given) | 96 | 104 | 97 | 94 | 102 | 107 | 93 | 108 | 102 |
| COc1ccccc1NCCCO | 120 | 99 | 106 | 107 | 104 | 110 | 100 | 96 | 91 |
| CCC(/C=N/Nc1ccc([N+](=O)[O-])cn1)CC | 107 | 86 | 97 | 105 | 92 | 111 | 94 | 98 | 54 |
| C/C=C/C(=O)O | 107 | 121 | 104 | 110 | 110 | 101 | 103 | 105 | 95 |
| Cc1ccc(C(NC(=O)c2ccccc2)c2ccc3cccnc3c2O)cc1 (stereo not given) | -6.2* | 25 | 14 | 29 | 23 | 4.0* | 24 | 29 | -5.4* |
| COc1ccc(-c2cc(-c3ccc(Cl)cc3)c(C#N)c(=O)n2CCCCCC(=O)NO)cc1 | 75 | 83 | 81 | 95 | 89 | 99 | 90 | 76 | 76 |
| CCOC(=O)Cn1c(=O)c2c(c3ccccc3n2C)n2nnc(-c3ccccc3)c12 | 128 | 115 | 102 | 114 | 90 | 102 | 102 | 112 | 93 |
| CCOC(=O)Cn1nc2oc(=O)c(CCN3CCN(c4ccccc4OC)CC3)c(C)c2c1C | 96 | 108 | 105 | 109 | 107 | 104 | 108 | 98 | 105 |
| CC12CCC3C4(C)COC(c5ccccc5)OC4CCC3(C)C1CC(C1=CCOC1=O)O2 (stereo not given) | · | 92 | 90 | 102 | 88 | 101 | 84 | 91 | 83 |
| CCCCCCC(=O)CC(=O)OCC | 101 | 108 | 108 | 112 | 105 | 110 | 103 | 97 | 92 |
| CCOC(=O)c1[nH]c(=S)[nH]c1C | 113 | 97 | 113 | 100 | 107 | 108 | 102 | 102 | · |
| Cc1ccc(C)c2c1CC/C(=C\c1ccccc1[N+](=O)[O-])C2=O | 90 | 89 | 88 | 100 | 69 | 97 | 88 | 73 | 78 |
| O=C(O)Cc1ccccc1F | 106 | 122 | 103 | 113 | 109 | 108 | 98 | 95 | · |
| O=C(CCCSCCCC(=O)N/N=C/c1ccccc1)N/N=C\c1ccccc1 | 95 | 106 | 102 | 107 | 106 | 104 | 100 | 97 | 89 |
| Cc1ccc(S(=O)(=O)OCCN2C(=O)c3ccccc3C2=O)cc1 | 100 | 106 | 111 | 108 | 107 | 104 | 114 | 112 | 113 |

Overlap with the part before: 4 compounds, followed by the next part.
| compound | NCI-H226 | NCI-H322M | NCI/ADR-RES | COLO 205 | HCT-116 | NCI-H460 | NCI-H23 | HCT-15 | NCI-H522 |
| --- | --- | --- | --- | --- | --- | --- | --- | --- | --- |
| Cc1ccc(C)c2c1CC/C(=C\c1ccccc1[N+](=O)[O-])C2=O | 90 | 89 | 88 | 100 | 69 | 97 | 88 | 73 | 78 |
| O=C(O)Cc1ccccc1F | 106 | 122 | 103 | 113 | 109 | 108 | 98 | 95 | · |
| O=C(CCCSCCCC(=O)N/N=C/c1ccccc1)N/N=C\c1ccccc1 | 95 | 106 | 102 | 107 | 106 | 104 | 100 | 97 | 89 |
| Cc1ccc(S(=O)(=O)OCCN2C(=O)c3ccccc3C2=O)cc1 | 100 | 106 | 111 | 108 | 107 | 104 | 114 | 112 | 113 |
| CCOC(=O)c1noc2c1CCc1c-2cn(Cc2ccc(OC)c(N)c2)c1-c1cc(OC)c(OC)c(OC)c1 | 86 | 93 | 94 | 116 | 92 | 105 | 81 | 95 | 69 |
| C/C(=N/Nc1ccccc1[N+](=O)[O-])C(C)C#N (stereo not given) | 92 | 90 | 98 | 131 | 92 | 107 | 96 | 105 | 114 |
| COc1ccc(-c2nc(SCCC(C)C)nc(N/N=C\c3ccccc3O)c2C#N)cc1 | 84 | 83 | 84 | 96 | 71 | 59 | 83 | 87 | 85 |
| COc1ccc2c(OCc3nnc4ccc(-c5ccccc5)nn34)ccnc2c1 | 85[2.5 µM] | 92[2.5 µM] | 76[2.5 µM] | 95[2.5 µM] | 98[2.5 µM] | 110[2.5 µM] | 70[2.5 µM] | 97[2.5 µM] | 86[2.5 µM] |
| COc1cc(CNC(=O)Cc2ccccc2)ccc1OCc1cn(-c2ccc([N+](=O)[O-])cc2)nn1 | · | 102 | 93 | · | 98 | 99 | 99 | 100 | 74 |
| CCCCCCc1cn(C(C)c2ccc(OC)c(OC3CCCC3)c2)nn1 (stereo not given) | · | 89 | 72 | 111 | 76 | 96 | 73 | 85 | 55 |
| COc1cccc(/C=C/c2c(C(=O)O)cccc2[N+](=O)[O-])c1OC | 99 | 107 | 109 | 100 | 98 | 104 | 104 | 103 | 113 |
| COc1cccc(-c2nc3sccn3c2-c2ccnc(NCCNS(=O)(=O)c3ccc(F)cc3)c2)c1 | 24 | 59 | 11 | 23 | 22 | 21 | 27 | 17 | 32 |
| O=C(Nc1ccccc1Cl)c1ccccc1 | 114 | 94 | 102 | 108 | 104 | 104 | 102 | 105 | 92 |
| O=C(CCCCCCN1CC(=O)N2[C@H](c3ccc(Cl)cc3)c3[nH]c4ccccc4c3C[C@@H]2C1=O)NO | 84 | 64 | 90 | 57 | 25 | 54 | 60 | 109 | 33 |
| C=C1CCC2C3(C)COC(c4ccc(N(C)C)cc4)OC3CCC2(C)C1C/C=C1/C(=O)OCC1O (stereo not given) | 109 | 83 | 65 | 20 | 22 | 74 | 66 | 58 | 74 |
| Oc1ccc2c(c1)CCCC2 | 99 | 92 | 102 | 109 | 106 | 98 | 99 | 106 | 90 |
| O=C1C(=O)N(CN2CCCCC2)c2ccccc21 | 80 | 93 | 107 | 107 | 104 | 100 | 110 | 99 | 99 |
| COc1ccc(C2NC(=O)Nc3c2c(=O)n(-c2ccccc2)c2ccccc32)cc1 (stereo not given) | 88 | 94 | 99 | 109 | 90 | 92 | 96 | 97 | · |
| O=C(NNc1nc2cc(Br)ccc2n2cccc12)c1cnccn1 | 70 | 48 | 48 | 59 | 45 | 39 | 57 | 29 | 62 |

One compound at a time, as listed above:
O=C1C(=O)N(CN2CCCCC2)c2ccccc21 in the list: NCI-H226 = 80; NCI-H322M = 93; NCI/ADR-RES = 107; COLO 205 = 107; HCT-116 = 104; NCI-H460 = 100; NCI-H23 = 110; HCT-15 = 99; NCI-H522 = 99
COc1ccc2c(OCc3nnc4ccc(-c5ccccc5)nn34)ccnc2c1 in the list: NCI-H226 = 85[2.5 µM]; NCI-H322M = 92[2.5 µM]; NCI/ADR-RES = 76[2.5 µM]; COLO 205 = 95[2.5 µM]; HCT-116 = 98[2.5 µM]; NCI-H460 = 110[2.5 µM]; NCI-H23 = 70[2.5 µM]; HCT-15 = 97[2.5 µM]; NCI-H522 = 86[2.5 µM]

The list goes on.
| compound | NCI-H226 | NCI-H322M | NCI/ADR-RES | COLO 205 | HCT-116 | NCI-H460 | NCI-H23 | HCT-15 | NCI-H522 |
| --- | --- | --- | --- | --- | --- | --- | --- | --- | --- |
| CCc1nn2c(-c3ccc(OC)cc3)c(-c3cc(OC)c(OC)c(OC)c3)nc2s1 | 88 | 80 | 76 | 82 | 73 | 93 | 98 | 61 | 59 |
| C#CCCCCCC(=O)CC(=O)N[C@H]1CCOC1=O | 97 | 101 | 104 | 131 | 114 | 110 | 106 | 108 | 95 |
| CCOC(=O)/C=C/c1ccc(Br)cc1 | 100 | 101 | 102 | 119 | 94 | 100 | 103 | 95 | 115 |
| C/C(=C\CSc1ccccc1C(=O)O)CCCC(C)CCCC(C)CCCC(C)C (stereo not given) | 77 | 66 | 43 | 88 | 34 | 40 | 36 | 22 | 23 |
| Cc1ccc(-c2ccnc(/N=C(\N)Nc3ccc(S(=O)(=O)Nc4nc(C)cc(C)n4)cc3)n2)cc1 | 92 | 102 | 105 | 110 | 106 | 118 | 96 | 102 | 92 |
| COc1cc(CNC(=O)C23CCC(C)(C)CC2C2=CCC4[C@@]5(C)CC[C@H](OC(C)=O)C(C)(C)C5CC[C@@]4(C)[C@]2(C)CC3)ccc1O (stereo not given in full) | 77 | 75 | 80 | 101 | 34 | 63 | 69 | 43 | 11 |
| CCn1c(SCc2ccccc2)nc2c1c(=O)n(C)c(=O)n2C | 98 | 102 | 100 | 118 | 101 | 104 | 105 | 118 | 96 |
| OCNc1ccc(-n2cnc3cc(-c4ccc(O)cc4)ccc32)cc1C(F)(F)F | 51 | 46 | 17 | 43 | 23 | 9.7* | 27 | 15 | -16* |
| CCN1CCN(C2=Nn3c(nnc3-c3cc(C(F)(F)F)cc(C(F)(F)F)c3)SC2)CC1 | 87 | 100 | 96 | 94 | 104 | 109 | 104 | 109 | · |
| COc1ccccc1-c1ccc2c(N)c(C(=O)c3ccc4c(c3)OCO4)sc2n1 | 97 | 95 | 39 | 89 | 42 | 60 | 82 | 39 | 19 |
| CCN(CC)CCCC(C)Nc1ncnc2ccc(OC)cc12 (stereo not given) | 92 | 113 | 107 | 103 | 104 | 107 | 109 | 111 | 96 |

Compounds shown so far with a CF3 group:
| compound | NCI-H226 | NCI-H322M | NCI/ADR-RES | COLO 205 | HCT-116 | NCI-H460 | NCI-H23 | HCT-15 | NCI-H522 |
| --- | --- | --- | --- | --- | --- | --- | --- | --- | --- |
| OCNc1ccc(-n2cnc3cc(-c4ccc(O)cc4)ccc32)cc1C(F)(F)F | 51 | 46 | 17 | 43 | 23 | 9.7* | 27 | 15 | -16* |
| CCN1CCN(C2=Nn3c(nnc3-c3cc(C(F)(F)F)cc(C(F)(F)F)c3)SC2)CC1 | 87 | 100 | 96 | 94 | 104 | 109 | 104 | 109 | · |

Screening data deposited in PubChem by NCI.
